# 697 NFkB inh: inhibitors of PMA/ionomycin-induced NF-kB reporter, 697 cells, primary screen, B-cell NF-kB inhibitor project, cell-based, luminescence, uHTS. 330,000 compounds, 0.33% hits. inhibition, % at 4 µM. 697 B-cell NF-kB luciferase reporter, 16 h; in the data active = inhibition above about 35%
# Mdm2-MdmX inh: inhibitors of human Mdm2-MdmX association, primary screen, cell-based, luminescence, split luciferase, SaOS-2, uHTS | 330,000 compounds, 3% hits | inhibition, % at 8 µM | SaOS-2 split-luciferase Mdm2/MdmX complementation | Protein Mdm4 (Homo sapiens) + E3 ubiquitin-protein ligase Mdm2 (Homo sapiens), … | AID 485346, 2010;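 active = inhibition of at least 50% at 8 µM in the primary screen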
# CCR6 antagonist: CCR6 receptor antagonists, primary screen, cell-based, CHO-K1, luminescence, beta-arrestin, uHTS. inhibition, % at 20 µM. AID 493098, 2011. C-C chemokine receptor type 6 (Homo sapiens), P51684. 340,000 compounds, 0.49% hits. CHO-K1 CCR6 PathHunter beta-arrestin, CCL20-stimulated;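 active = compounds whose inhibition of the agonist-driven luminescence signal at 20 µM reaches about 50%, limit read from the data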;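 note: cells stimulated with CCL20 at 14 nM final; plate controls were DMSO with CCL20 for no effect and DMSO without agonist for full effect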
# Target sequence (P51684 whole entry, looked up): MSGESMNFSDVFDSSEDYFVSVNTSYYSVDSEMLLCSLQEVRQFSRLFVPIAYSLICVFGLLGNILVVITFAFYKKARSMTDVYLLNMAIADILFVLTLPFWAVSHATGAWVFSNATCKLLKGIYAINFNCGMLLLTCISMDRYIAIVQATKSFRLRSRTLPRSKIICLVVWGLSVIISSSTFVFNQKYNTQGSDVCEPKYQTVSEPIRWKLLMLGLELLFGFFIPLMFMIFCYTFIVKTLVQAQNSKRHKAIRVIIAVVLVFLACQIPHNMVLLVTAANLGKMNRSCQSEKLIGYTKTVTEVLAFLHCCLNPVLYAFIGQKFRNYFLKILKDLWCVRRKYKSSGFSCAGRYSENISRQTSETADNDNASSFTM
# CHOP UPR activ: activators of apoptotic CHOP UPR arm, primary screen, cell-based, CHO-CHOP luciferase reporter, luminescence, uHTS; AID 449763, 2010; 330,000 compounds, 0.34% hits; UPR activation; percent of tunicamycin response over DMSO baseline; activation, % at 10 µM;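 active = at 10 µM dose, activation of 40% or more, normalized to positive control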;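 note: 100% = tunicamycin at 10 µg/mL and 0% = DMSO alone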
#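 Assay system: CHO cells with stable CHOP pathway luciferase reporter; Buffer or medium: F12 plus 10% serum; Times: 16-18 h cell attachment, then 6 h compound exposure, 37 °C; Signal: luciferase luminescence; Read-out basis: percent activation relative to tunicamycin control; Control set: tunicamycin high control, DMSO low control.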
# XBP1 UPR activ: activators of adaptive XBP1 UPR arm, primary screen, cell-based, CHO-XBP1 luciferase reporter, luminescence, uHTS | activation, % at 20 µM | AID 463104, 2010 | 330,000 compounds, 0.33% hits | IRE1-XBP1 UPR activation; percent of tunicamycin response, DMSO as zero;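 active = versus positive control, 20 µM dose yields 30% or more activation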;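 note: 100% = tunicamycin at 10 µg/mL and 0% = DMSO only wells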
#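 Material: CHO-XBP1 cells stably carrying IRE1-XBP1-driven luciferase reporter / Amount: 1000 cells per well / Compound: 20 µM, 1% DMSO / Times: 6 h treatment, 37 °C / Detection: luciferase luminescence / Measure: % activation of reporter signal versus tunicamycin and DMSO controls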
# Jurkat NFkB inh: inhibitors of induced NF-kB luciferase reporter, primary screen, TCR NF-kB activation inhibitor project, cell-based, luminescence, uHTS; inhibition, % at 4 µM; Jurkat, PMA/ionomycin-induced NF-kB luciferase reporter; 330,000 compounds, 0.53% hits; in the data active = inhibition above about 50%
# EBI2 block: EBI2 receptor antagonists, beta-arrestin recruitment, primary screen, cell-based, luminescence, 7a,25-OHC stimulation, uHTS. G-protein coupled receptor 183 (Homo sapiens), P32249. 7a,25-OHC stimulated. inhibition, % at 5 µM. 360,000 compounds, 0.81% hits. AID 651636, 2012; in the data active = inhibition above about 38%;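 note: enzyme fragment complementation signal reports receptor beta-arrestin coupling in cells; 0% = agonist plus DMSO wells and 100% = wells without agonist; some results beyond the cut were filed as inactive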
# Target sequence (P32249 whole entry, looked up, the tested form may be a part): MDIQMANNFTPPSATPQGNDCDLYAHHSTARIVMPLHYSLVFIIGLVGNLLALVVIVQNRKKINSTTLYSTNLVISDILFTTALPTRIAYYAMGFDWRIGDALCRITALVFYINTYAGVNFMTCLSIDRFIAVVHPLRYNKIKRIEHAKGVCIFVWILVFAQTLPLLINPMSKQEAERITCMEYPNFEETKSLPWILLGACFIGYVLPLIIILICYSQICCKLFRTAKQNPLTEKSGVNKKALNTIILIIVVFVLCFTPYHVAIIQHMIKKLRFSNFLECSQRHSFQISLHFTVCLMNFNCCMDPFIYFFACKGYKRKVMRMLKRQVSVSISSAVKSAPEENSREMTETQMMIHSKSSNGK
# Gli-Sufu antag: Gli-Sufu pathway antagonists, primary screen, luciferase luminescence, Sufu-KO-LIGHT cells, uHTS. inhibition, % at 5 µM. AID 588413, 2011. Sufu-KO-LIGHT fibroblasts, Gli luciferase reporter luminescence. 340,000 compounds, 0.74% hits;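 active = inhibition above about 55%, limit read from the data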;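 note: 0% = DMSO-treated cells and 100% = wells with medium but no cells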
# CXCR6 block: CXCR6 receptor inhibitors, primary screen, cell-based, beta-arrestin, luminescence, CHO-K1 PathHunter, 1536-well; inhibition, % at 20 µM; AID 602244, 2012; C-X-C chemokine receptor type 6 (Homo sapiens), O00574; 360,000 compounds, 0.36% hits; in the data active = inhibition above about 34%, passing the limit was not always enough;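 note: antagonist mode with CXCL16 agonist at 10 nM final; 0% = 10 nM CXCL16 with DMSO and 100% = unstimulated wells without agonist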
# Target sequence (O00574 whole entry, looked up): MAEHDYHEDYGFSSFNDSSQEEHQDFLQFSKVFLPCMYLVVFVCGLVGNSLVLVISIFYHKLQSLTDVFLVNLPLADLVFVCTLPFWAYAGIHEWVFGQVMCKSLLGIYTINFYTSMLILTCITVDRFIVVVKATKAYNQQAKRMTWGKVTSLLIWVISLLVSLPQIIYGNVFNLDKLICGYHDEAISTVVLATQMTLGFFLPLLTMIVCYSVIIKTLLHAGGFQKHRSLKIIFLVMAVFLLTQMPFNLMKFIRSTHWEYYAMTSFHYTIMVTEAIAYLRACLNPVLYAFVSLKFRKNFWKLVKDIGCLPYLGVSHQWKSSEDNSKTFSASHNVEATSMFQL
# * marks the source's active call; other numbers are inactive results; x = not tested or not shown.
SMILES,697 NFkB inh,Mdm2-MdmX inh,CCR6 antagonist,CHOP UPR activ,XBP1 UPR activ,Jurkat NFkB inh,EBI2 block,Gli-Sufu antag,CXCR6 block
Cc1onc(-c2c(F)cccc2Cl)c1C(=O)NC(=S)NC1CCSC1=O (stereo not drawn),-8,11,28,3.8,1,-5,6,-3,19
CC(Oc1ccccc1)C(=O)N1CCN=C1SCc1ccc(F)cc1 (stereo not drawn),-4,-23,28,0.9,0,13,20,-2,13
O=C(Cc1n[nH]c(=O)[nH]c1=O)N/N=C/CCc1ccccc1,9,-5,-2,-1.6,-1,-2,-10,10,1
Cc1nn(-c2ccccc2)c2c1C(c1ccccc1)C(C#N)=C(N)O2 (stereo not drawn),9,-1,6,-3.1,-1,3,-6,-2,-2
COc1ccc2c(c1)c1nnc(SCC(=O)NC3CC3)nc1n2C,13,11,-3,-0.7,1,-6,4,15,6
CC(C)(C)c1ccc(-n2ncc3c2CCCC3NC(=O)C2(C(N)=O)CC2)cc1 (stereo not drawn),43*,15,13,3.4,-5,46,-18,76*,-4
Cc1ccc(NC(=O)CSc2ccc(Br)cc2)cc1S(=O)(=O)N1CCOCC1,-7,8,6,1.6,-2,11,15,2,-14
Cc1ccc(C2=[N+]([O-])C(C)(C)N(O)C2(C)C)cc1,1,-25,19,0.0,4,-4,-8,2,-10
C=C(C)C1CC=C(C)/C(=N/NC(=O)c2ccoc2C)C1 (stereo not drawn),-21,-29,18,0.7,1,-12,-1,-9,-8
O=c1cc(-c2ccc(O)cc2)oc2c(C3O[C@H](CO)[C@@H](O)[C@H](O)[C@H]3O)c(O)cc(O)c12 (stereo partly drawn),11,5,21,-2.1,-5,-10,1,-15,6
COc1ccc2nc(N3CCCC(O)C3)c(C#N)cc2c1 (stereo not drawn),-18,-26,0,0.4,0,-18,5,10,1
Cc1cc(NS(=O)(=O)c2ccc(NC(=O)CCN3C(=O)c4ccccc4C3=O)cc2)no1,10,18,5,2.3,0,4,-6,0,-8
CC1=C(C(=O)Nc2ccccc2)C(c2ccco2)C(C#N)=C(SCC(=O)OC(C)C)N1 (stereo not drawn),11,-13,0,-1.5,-3,-1,-15,0,-8
CCCCC(=O)Oc1cc(C)[nH]c(=O)c1[N+](=O)[O-],7,-24,-2,-2.7,0,-6,-2,6,-4
Cc1ccc(C2/C(=C(/O)c3ccc(OC(C)C)cc3)C(=O)C(=O)N2CCN2CCOCC2)cc1 (stereo not drawn),5,1,15,-2.8,-2,3,1,-1,-2
CCc1nnc(NC(=O)c2ccc(S(=O)(=O)N3CCCCC3C)cc2)s1 (stereo not drawn),-26,-8,3,3.9,-1,15,5,1,-3
O=C(O)c1ccc2c(=O)n3c(nc2c1)/C(=C/c1ccccc1OC(F)F)CC3,9,-30,-1,-0.5,2,-2,-6,3,0
CN(C)CCN(C(=O)c1cccc(N2C(=O)CCC2=O)c1)c1nc2ccc(Br)cc2s1,8,23,18,2.2,0,-20,-6,-3,2
Cc1ccc(C(=O)N2CCC3CC2c2cc(-c4ccc5c(c4)OCO5)ccc23)cc1 (stereo not drawn),x,x,23,x,x,x,10,-7,3
COc1ccc(S(=O)(=O)Nc2cccc3c2O[C@H](CN(C)C(=O)Nc2ccc(C(F)(F)F)cc2)[C@@H](C)CN([C@H](C)CO)C3=O)cc1,14,19,-1,3.8,-2,12,1,-3,0
CCOC(=O)C1CCCN(C(=O)C2CCCN(S(C)(=O)=O)C2)C1 (stereo not drawn),17,-3,9,-2.3,-2,-5,-9,39,4
Cc1[nH]c2ccccc2c1C(=O)C(=O)NCc1ccncc1,x,x,4,x,x,x,-16,-12,-2
COc1cccc(C2=NOC(C(=O)N3CCc4ccccc4C3)C2)c1 (stereo not drawn),-2,0,17,-0.8,-2,4,4,-9,0
O=C(NCCN1CCN(C(=O)c2cccs2)CC1)C(=O)Nc1ccc(Br)cc1,-10,3,9,3.2,-1,0,2,12,-12
CC(=O)Nc1ccc(S(=O)(=O)NCC(=O)OCC(=O)NNC(=O)c2ccccc2)cc1,16,18,-1,1.0,-3,1,-8,-3,3
O=[N+]([O-])c1ccc(Sc2ccccn2)nc1,9,-13,2,2.6,1,2,-8,3,-3
O=C(Nc1c(F)cc(F)cc1Br)c1cc2nc(C(F)F)cc(C(F)F)n2n1,6,30,5,0.0,-1,3,9,-8,8
O=C(Cn1cnc2c(oc3ccccc32)c1=O)NCCc1ccccc1,-14,-11,7,1.6,0,-29,-9,-5,1
Brc1ccc(CSc2nnc(Cc3c[nH]c4ccccc34)o2)cc1,16,28,2,-1.2,-1,5,13,-2,0
Cc1nn(C(=O)C(C)N2C(=O)c3ccccc3C2=O)c(C)c1Br (stereo not drawn),x,x,16,x,x,x,12,0,-5
NNC(=O)CSc1c(-c2cccs2)[nH]c2ccccc12,-68,-12,-17,0.0,0,-29,-19,48,-4
CCOc1cc(NC(=O)c2ccccn2)c(OCC)cc1NC(=O)CC(C)C,x,x,3,x,x,x,14,5,4
Cc1ccc(NC(=O)c2cnccn2)cc1S(=O)(=O)N1CCCCCC1,-28,18,14,-0.5,-3,19,-8,6,5
CCOC(=O)c1cc2cc(-c3c(C(=O)OCC)oc4cc(O)cc(O)c4c3=O)ccc2o1,10,-15,33,-0.5,5,7,-2,1,14
COc1ccccc1NCCC(=O)OCC(=O)NC1CCCCC1,6,-5,-7,1.4,0,-8,-2,-7,3
COc1ccc(C(C)(C)C)cc1NC(=O)CCNC(=O)c1ccco1,6,6,4,2.2,-4,-6,6,-14,0
COc1ccc2c(CSc3nnc(-c4cccnc4)n3-c3ccccc3F)cc(=O)oc2c1,-6,21,11,0.6,-1,2,-6,-8,-2
Cn1cccc1/C=N/NC(=O)c1sc2ccccc2c1Cl,-73,-11,16,1.1,8,-17,10,4,22
CCOc1ccc(CN2CCC(n3nccc3NC(=O)C3CC3)CC2)cc1CO,-3,20,12,-0.7,-2,-2,-13,-3,4
Cc1ccc(Oc2ncc(-c3ccc(Cl)cc3)cn2)cc1,-17,-10,5,2.1,4,-8,90*,-20,-10
COc1cc(CNn2nnnc2N)cc(Br)c1OCC(=O)NC(C)(C)C,15,14,11,3.4,0,0,-4,10,-15
O=C(Cc1cccc2ccccc12)NN1C(=O)/C(=C\c2cccnc2)SC1=S,2,2,13,0.6,4,25,4,-5,9
CC1(C)CC(NC(=O)C23CCC(C)(C2Br)C3(C)C)CC(C)(C)N1 (stereo not drawn),3,23,8,0.2,1,23,7,2,-10
O=C(Nc1nc2ccc(F)cc2s1)C1CCCO1 (stereo not drawn),-113,-36,-4,1.1,0,-100,-3,-81,7
CCOC(=O)c1oc2ccccc2c1NC(=O)CCl,11,18,-7,-0.1,1,0,0,4,2
Cc1nc2ncnn2c(C)c1CCC(=O)NCc1ccccc1,12,-8,-5,-1.1,2,4,1,4,-9
COc1ccc(-c2nc(CS(=O)(=O)CC(=O)NC3CCCCCC3)c(C)o2)cc1,-20,-1,22,0.9,-5,2,-4,11,-5
COc1ccc(NC(=O)c2c(OC)cccc2OC)c(OC)c1,-23,17,6,-1.0,-3,-14,10,-1,6
COCCn1c(=NC(=O)CSC(C)=O)sc2cc(F)ccc21,14,7,7,-1.7,1,-28,14,6,7
Cc1ccc(C2C(C(=O)c3cc4ccccc4o3)=C(O)C(=O)N2c2cc(C)on2)cc1 (stereo not drawn),-29,22,14,3.1,-4,-24,4,8,1
Cc1ccc(S(=O)(=O)Nc2nc(C)c(C)s2)cc1,-37,0,-2,-2.5,-7,-6,-2,-2,0
NCCNc1ccc(C(=O)N2c3ccccc3Sc3ccccc32)cc1[N+](=O)[O-],-90,38,19,1.3,-2,18,-3,16,2
CC(=O)c1cccc(NC(=O)C(C)OC(=O)c2cccc(S(=O)(=O)N3CCN(C)CC3)c2)c1 (stereo not drawn),18,11,-3,2.5,-4,8,14,0,3
O=C(O)C(CCc1ccccc1)(Cc1ccccc1)C(=O)O,x,x,2,x,x,x,4,2,6
Fc1ccc(N2CCN(C3=Nc4cccc5cccc3c45)CC2)cc1,-72,18,19,6.3,-1,-40,33,31,6
COc1ccc(-n2nc(C(=O)NCC(=O)Nc3cc(C)ccc3OC)c3ccccc3c2=O)c(OC)c1,2,21,12,0.5,2,-9,4,-13,-2
CN(C)c1ccc(/C=N/NS(=O)(=O)c2ccc(Br)cc2)cc1,-7,-1,11,0.5,-4,-2,-2,1,3
COc1cc(NC(=O)Cn2nc(-c3ccc(F)cc3)ccc2=O)ccc1-n1cnnn1,17,6,-9,1.2,3,-1,5,3,-12
CC(=O)c1cn(Cc2ccccc2)c(=O)[nH]c1=O,-5,7,-4,1.9,0,8,-6,-2,-6
CCn1ncc(S(=O)(=O)NCc2ccccc2Cl)c1C,-28,17,-8,-1.4,-2,-18,-4,0,6
# Later entries
SMILES,697 NFkB inh,Mdm2-MdmX inh,CCR6 antagonist,CHOP UPR activ,XBP1 UPR activ,Jurkat NFkB inh,EBI2 block,Gli-Sufu antag,CXCR6 block
Cc1ccc(S(=O)(=O)NCC(=O)NNC(=O)c2ccccc2Cl)cc1C,16,-7,-8,1.1,1,-16,-10,3,-5
C=CCN1C(=O)C(CC(=O)NCC)SC1=Nc1cc(Cl)ccc1Cl (stereo not drawn),-28,-4,15,1.0,-2,-10,-2,1,2
C=CCOc1ccc2ccccc2c1CNc1ncn[nH]1,-4,15,-23,-2.5,-2,4,-2,1,-2
CSc1ccccc1NC(=O)CN1C(=O)C2CC=CCC2C1=O (stereo not drawn),6,-2,10,-1.4,1,1,-5,-3,7
O=C(CSc1nc(-c2ccco2)cc(C(F)(F)F)n1)Nc1ccc2c(c1)CCC2,8,52*,-7,3.5,4,61*,8,3,-6

# Whole records, quoted from the list.
# C=CCN1C(=O)C(CC(=O)NCC)SC1=Nc1cc(Cl)ccc1Cl (stereo not drawn) is listed with 697 NFkB inh = -28; Mdm2-MdmX inh = -4; CCR6 antagonist = 15; CHOP UPR activ = 1.0; XBP1 UPR activ = -2; Jurkat NFkB inh = -10; EBI2 block = -2; Gli-Sufu antag = 1; CXCR6 block = 2
# C=CCOc1ccc2ccccc2c1CNc1ncn[nH]1 is listed with 697 NFkB inh = -4; Mdm2-MdmX inh = 15; CCR6 antagonist = -23; CHOP UPR activ = -2.5; XBP1 UPR activ = -2; Jurkat NFkB inh = 4; EBI2 block = -2; Gli-Sufu antag = 1; CXCR6 block = -2
# O=C(CSc1nc(-c2ccco2)cc(C(F)(F)F)n1)Nc1ccc2c(c1)CCC2 is listed with 697 NFkB inh = 8; Mdm2-MdmX inh = 52*; CCR6 antagonist = -7; CHOP UPR activ = 3.5; XBP1 UPR activ = 4; Jurkat NFkB inh = 61*; EBI2 block = 8; Gli-Sufu antag = 3; CXCR6 block = -6
